Screening results (PubChem)
Cneo AK release – Cryptococcus neoformans cell lysis inducers, primary screen, AK release luminescence, single concentration | C. neoformans lysis, adenylate kinase release luminescence, 4 h; normalised: neutral wells 0, clomiphene wells 100 | lysis activity, % at 15 µM | 0.2% of 360,000 active;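 active = mean lysis activity across replicates of at least 80%, whatever share of replicates individually reach that level; inactive = mean lysis activity below 80%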
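Assay system: Cryptococcus neoformans yeast cells / Dosing: single-point compound dose / Timing: 4 h at 37 °C static, read 1 h later / Measured by: luminescence of released adenylate kinase using an AK detection reagent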
LGR2 inh – inhibitors of bursicon-induced LGR2 CRE-luciferase signal, primary screen, cell-based, HEK293, CRE-luciferase reporter, bursicon stimulation; bursicon-stimulated, 4 h; inhibition, % at 9.99 µM; 0.35% of 380,000 active; AID 720647, 2013;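 active = drop in luminescence signal, shown as inhibition above about 50% in the replicate tests, limit read from the data, passing the limit was not always enough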;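 also: agonist challenge used bursicon conditioned medium at about half maximal strength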
SIRT5 inh – SIRT5 desuccinylase inhibitors, primary screen, biochemical, fluorescence imaging, single point, set 5. inhibition, % at 15 µM. 1.1% of 330,000 active. AID 652115, 2013. NAD-dependent protein deacylase sirtuin-5, mitochondrial (Homo sapiens), Q9NXA8. Purified SirT5, succinyl-peptide AMC, trypsin-coupled fluorescence; in the data active = inhibition above about 15%
ERAP1 inh – human ERAP1 aminopeptidase inhibitors, primary screen, biochemical, single point, plate reader. recombinant ERAP1, Leu-AMC fluorescence, 60 min. inhibition, % at 10.7 µM. 0.15% of 340,000 active. AID 652197, 2013;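 active = mean replicate inhibition of at least 30%, or all replicates individually reaching that 30% level; inactive = mean below 30% and not every replicate reaching it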;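 also: 0% = neutral control wells and 100% = L-leucinethiol positive control wells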
Target sequence (Q9NZ08 whole entry, looked up): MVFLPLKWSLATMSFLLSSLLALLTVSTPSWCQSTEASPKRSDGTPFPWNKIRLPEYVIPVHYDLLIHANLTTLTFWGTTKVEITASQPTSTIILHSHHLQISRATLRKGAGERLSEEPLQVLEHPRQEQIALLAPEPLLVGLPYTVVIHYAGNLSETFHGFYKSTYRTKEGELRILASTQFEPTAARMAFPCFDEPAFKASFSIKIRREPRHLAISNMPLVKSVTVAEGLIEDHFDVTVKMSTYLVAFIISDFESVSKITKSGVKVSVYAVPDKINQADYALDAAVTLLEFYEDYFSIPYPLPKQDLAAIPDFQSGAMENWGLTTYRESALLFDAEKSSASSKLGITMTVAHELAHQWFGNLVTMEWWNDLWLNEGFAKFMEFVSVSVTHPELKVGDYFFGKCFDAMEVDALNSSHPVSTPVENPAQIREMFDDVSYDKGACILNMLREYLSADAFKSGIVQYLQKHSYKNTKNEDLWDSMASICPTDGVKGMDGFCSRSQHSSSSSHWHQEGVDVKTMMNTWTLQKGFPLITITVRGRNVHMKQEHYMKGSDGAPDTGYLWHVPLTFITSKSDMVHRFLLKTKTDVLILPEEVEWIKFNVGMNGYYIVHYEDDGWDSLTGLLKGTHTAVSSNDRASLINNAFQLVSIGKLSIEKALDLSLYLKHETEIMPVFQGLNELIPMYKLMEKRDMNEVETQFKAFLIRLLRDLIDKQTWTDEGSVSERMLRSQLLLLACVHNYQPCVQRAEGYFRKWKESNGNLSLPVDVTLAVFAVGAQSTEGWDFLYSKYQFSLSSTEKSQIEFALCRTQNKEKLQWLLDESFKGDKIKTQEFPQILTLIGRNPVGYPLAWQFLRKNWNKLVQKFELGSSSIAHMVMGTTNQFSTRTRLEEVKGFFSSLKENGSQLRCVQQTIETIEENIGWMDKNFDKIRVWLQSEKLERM
S100A4 inh HTS – inhibitors of S100A4-myosin IIA peptide binding, primary screen, biochemical, fluorescence polarization, TAMRA-MyoIIA peptide. inhibition, % at 10.7 µM. AID 652163, 2013. 0.14% of 360,000 active;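 active = mean inhibition of at least 70% across replicates, with every replicate also reaching that level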
Target sequence (P26447 whole entry, looked up): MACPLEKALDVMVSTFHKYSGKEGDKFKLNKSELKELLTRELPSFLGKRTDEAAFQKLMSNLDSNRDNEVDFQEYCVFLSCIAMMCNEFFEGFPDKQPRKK
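Compound dosing: one dose per compound; test system: human S100A4 monomer with TAMRA-labelled myosin IIA peptide; probe or stimulus: TAMRA-labelled myosin IIA heavy-chain peptide probe, 5 nM; medium: HEPES buffer with Ca2+, pH 7.2; schedule: 5 min incubation before reading; benchmarks: neutral control DMSO, positive control TFP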
Statin myotox sup – suppressors of statin myotoxicity in C2C12 myotubes, primary screen, cell-based, single point, plate reader | C2C12 myotubes + simvastatin, ATP luminescence, 48 h; scaled: DMSO 0, geranylgeraniol control 100 | rescue of ATP level, % at 7.49 µM | 0.78% of 330,000 active;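 active = mean ATP rescue above about 67%, or every replicate alone reaching that limit, limit read from the data, passing the limit was not always enough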;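 also: myotubes were challenged with 10 µM simvastatin during compound exposure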
PGC1a acetyl inh – inhibitors of PGC1a acetylation signal, primary screen, cell-based, U2OS, AlphaScreen, inhibitor mode; AlphaScreen anti-acetyl-lysine; with virally co-expressed GCN5 acetyltransferase; inhibition, % at 15.6 µM; 0.17% of 350,000 active;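 active = every replicate shows inhibition of at least 40%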;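 also: 0% = neutral control wells and 100% = positive control wells; some results beyond the cut were filed as inactive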
XiGFP reactiv – activators of inactive X chromosome reactivation, primary screen, imaging, XiGFP fibroblasts, GFP high-content imaging, set 2; XiGFP mouse fibroblasts, % GFP-positive cells imaging, 3 d; cells co-treated with 5-aza-dC sensitizer; scaled so ellipticine positive control = 100%; activation, % at 7.58 µM; 0.055% of 360,000 active; AID 743238, 2013;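 active = mean normalized replicate activation at least 10% and every replicate at or above 10%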;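 also: 0% = median of on-plate neutral control wells and 100% = ellipticine 6 µM median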
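Material: XiGFP fibroblasts, SV40-immortalized; Buffer or medium: DMEM containing 5-aza-dC; Compound dosing: single point; Times: 3 days compound exposure.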
Starred values were filed as active, the others as inactive. A portion of the library, so the mix of outcomes need not match the whole.

What do the screens show for `COC(=O)c1nn(Cc2ccccc2)c(=O)c2ccccc12`?
Cneo AK release: -2; LGR2 inh: -8; PGC1a acetyl inh: 8; XiGFP reactiv: 0.0

Results for COc1ccc(S(=O)(=O)N2C[C@H](O)COC[C@@H]3O[C@H](CC(=O)N[C@H]4CCN(Cc5ccccc5)C4)CC[C@H]32)cc1 ?
Cneo AK release: 1; LGR2 inh: -7; Statin myotox sup: -8; PGC1a acetyl inh: -4; XiGFP reactiv: 0.0

Results for COc1ccc(S(N)(=O)=O)cc1C(=O)OCC(=O)N1c2ccccc2NC(=O)C1(C)C ?
Cneo AK release: -2; LGR2 inh: 13; SIRT5 inh: 2; ERAP1 inh: -2; S100A4 inh HTS: -3; Statin myotox sup: 1; PGC1a acetyl inh: 2; XiGFP reactiv: 0.0

Results for CN1c2ccc(Br)cc2[C@@H]2[C@@H](CCN2C(=O)CN2CCOCC2)[C@H]1CO ?
Cneo AK release: -9; LGR2 inh: 11; Statin myotox sup: -2; PGC1a acetyl inh: -4; XiGFP reactiv: 0.1

How did CC1=C(C)CC(C(=O)NCc2cccc(Cl)c2)C(C(=O)O)C1 (configuration not stated) do in these assays?
Cneo AK release: 7; LGR2 inh: 0; SIRT5 inh: -3; ERAP1 inh: 1; S100A4 inh HTS: -2; Statin myotox sup: -5; PGC1a acetyl inh: 16; XiGFP reactiv: 0.0

Results for C[C@@H]1CCCCO[C@@H](CN(C)C(=O)CCC(F)(F)F)[C@H](C)CN([C@@H](C)CO)C(=O)c2cc(NC(=O)NC3CCCCC3)ccc2O1 ?
Cneo AK release: 0; LGR2 inh: 3; SIRT5 inh: 3; ERAP1 inh: 0; S100A4 inh HTS: 0; PGC1a acetyl inh: 4; XiGFP reactiv: 0.6

What do the screens show for `COc1cc(OC)nc(Oc2ccc(NC(C)=O)cc2)n1`?
LGR2 inh: 4; SIRT5 inh: -7; ERAP1 inh: 0; S100A4 inh HTS: 3; XiGFP reactiv: 0.3

How did COc1cccc(Cn2cc(C(=O)NCCN(C)C)nn2)c1 do in these assays?
LGR2 inh: -12; SIRT5 inh: 2; ERAP1 inh: 0; S100A4 inh HTS: 1; PGC1a acetyl inh: 3; XiGFP reactiv: 0.0

Results for Cc1nc(NC(=O)CCN2C(=O)C3CC=CCC3C2=O)sc1C (configuration not stated) ?
Cneo AK release: 3; LGR2 inh: -4; SIRT5 inh: -3; ERAP1 inh: -1; S100A4 inh HTS: 1; Statin myotox sup: 4; PGC1a acetyl inh: -2; XiGFP reactiv: 0.4

What do the screens show for `COc1ccc(NC(=O)c2cc(-c3cc(F)ccc3OCC3CCCO3)n[nH]2)c(C)c1` (configuration not stated)?
Cneo AK release: -6; LGR2 inh: -14; SIRT5 inh: -7; ERAP1 inh: 2; S100A4 inh HTS: -2; Statin myotox sup: 0; PGC1a acetyl inh: -1; XiGFP reactiv: 0.1

What do the screens show for `CCn1c(C(=O)N2CCC(C(=O)NCc3ccc4c(c3)OCO4)CC2)cc2sccc21`?
Cneo AK release: 1; LGR2 inh: 4; SIRT5 inh: 0; ERAP1 inh: 2; S100A4 inh HTS: -4; Statin myotox sup: 22; PGC1a acetyl inh: -7; XiGFP reactiv: 0.2

Results for CC(=O)Nc1ccc(SCC(=O)OCC(=O)NC(=O)NCCC(C)C)cc1 ?
LGR2 inh: -1; SIRT5 inh: -3; ERAP1 inh: 2; S100A4 inh HTS: 9; PGC1a acetyl inh: -7; XiGFP reactiv: 0.3

What do the screens show for `COc1ccc2c(c1)-c1nc(N)sc1CC2`?
LGR2 inh: -8; SIRT5 inh: -7; ERAP1 inh: 4; S100A4 inh HTS: -7; PGC1a acetyl inh: 7; XiGFP reactiv: 0.2

What do the screens show for `O=C(C[C@@H]1CC[C@H](NC(=O)C2CCC2)[C@H](CO)O1)Nc1nccs1`?
Cneo AK release: 7; LGR2 inh: -3; SIRT5 inh: 2; ERAP1 inh: 1; S100A4 inh HTS: -5; Statin myotox sup: 1; PGC1a acetyl inh: -16; XiGFP reactiv: -0.5

Results for COc1ccc(Nc2nc(-c3ccccc3)nc3ccccc23)cc1S(=O)(=O)N1CCOCC1 ?
Cneo AK release: -1; LGR2 inh: 20; SIRT5 inh: -8; ERAP1 inh: 5; S100A4 inh HTS: -5; Statin myotox sup: -56; PGC1a acetyl inh: -6; XiGFP reactiv: 0.1

How did CO[C@H]1CN(C)C(=O)c2cc(NC(C)=O)ccc2OC[C@H](C)N(CC2CC2)C[C@H]1C do in these assays?
Cneo AK release: 21; LGR2 inh: -12; SIRT5 inh: -3; ERAP1 inh: -4; S100A4 inh HTS: 19; Statin myotox sup: 3; PGC1a acetyl inh: 7; XiGFP reactiv: 0.6

Results for COc1ccc(N(CC(=O)NC2CCCC2)C(=O)Cn2nnc(-c3ccc(OC)c(OC)c3)n2)c(OC)c1 ?
Cneo AK release: 0; LGR2 inh: 3; SIRT5 inh: -5; ERAP1 inh: -2; S100A4 inh HTS: 2; Statin myotox sup: 11; XiGFP reactiv: 0.5

How did COc1ccccc1-c1cn(CC[C@@H]2CC[C@@H](NC(=O)c3ccccc3F)[C@@H](CO)O2)nn1 do in these assays?
Cneo AK release: -2; LGR2 inh: 28; SIRT5 inh: 0; ERAP1 inh: -2; S100A4 inh HTS: 2; Statin myotox sup: -4; PGC1a acetyl inh: -2; XiGFP reactiv: 1.7

How did CC=Cc1ccc2n(c1=O)C[C@H]1[C@H](CO)[C@@H](C(=O)NCc3ccc(F)cc3)N(C)[C@@H]21 (mixture of isomers) do in these assays?
Cneo AK release: -4; LGR2 inh: 5; SIRT5 inh: 2; ERAP1 inh: -1; S100A4 inh HTS: -4; Statin myotox sup: -8; PGC1a acetyl inh: 12; XiGFP reactiv: 0.0

How did O=C(N[C@@H]1CC[C@H](CC(=O)N2CCc3ccccc3C2)O[C@H]1CO)C1CCOCC1 do in these assays?
Cneo AK release: -12; LGR2 inh: -2; SIRT5 inh: -2; ERAP1 inh: -1; S100A4 inh HTS: 7; Statin myotox sup: 9; PGC1a acetyl inh: -11; XiGFP reactiv: 0.0

What do the screens show for `Cc1ccc(Nc2nnc(SCC(O)=C(C#N)c3nc4ccccc4[nH]3)s2)c(C)c1`?
LGR2 inh: -3; ERAP1 inh: 0; S100A4 inh HTS: -4; XiGFP reactiv: 0.0

How did COc1cc2nc(CN(C)Cc3ccc(OC)c(OC)c3OC)[nH]c(=O)c2cc1OC do in these assays?
LGR2 inh: -10; SIRT5 inh: -4; ERAP1 inh: 1; S100A4 inh HTS: 1; XiGFP reactiv: -0.1

How did CC(=O)N1CCN(C(=S)Nc2cc(S(=O)(=O)N3CCOCC3)ccc2Cl)CC1 do in these assays?
LGR2 inh: -5; SIRT5 inh: -2; ERAP1 inh: 0; S100A4 inh HTS: 1; XiGFP reactiv: 0.0

Results for Cc1nc2ccc([N+](=O)[O-])cc2c(=O)n1Cc1ccc([N+](=O)[O-])cc1 ?
Cneo AK release: 1; LGR2 inh: 4; SIRT5 inh: 0; ERAP1 inh: 2; S100A4 inh HTS: -3; Statin myotox sup: -12; PGC1a acetyl inh: 4; XiGFP reactiv: 0.5

What do the screens show for `CCc1ccc(N(CC)C(=O)c2cn(C)c(=O)c3ccccc23)cc1`?
Cneo AK release: 0; LGR2 inh: 3; SIRT5 inh: 1; ERAP1 inh: 0; S100A4 inh HTS: -10; Statin myotox sup: 11; XiGFP reactiv: -0.1

How did COc1cc(C=O)ccc1OCC(=O)Nc1cccc(S(=O)(=O)N(C)c2ccccc2)c1 do in these assays?
Cneo AK release: -1; LGR2 inh: 2; SIRT5 inh: 0; ERAP1 inh: -1; S100A4 inh HTS: 2; Statin myotox sup: 1; XiGFP reactiv: 0.0

How did COc1cccc(-n2c(SCC(=O)NC3CCS(=O)(=O)C3)nc3ccccc3c2=O)c1 (configuration not stated) do in these assays?
Cneo AK release: 1; LGR2 inh: 3; SIRT5 inh: 0; ERAP1 inh: 2; S100A4 inh HTS: -6; Statin myotox sup: 19; PGC1a acetyl inh: -4; XiGFP reactiv: 0.0

How did O=C([C@@H]1[C@@H](CO)[C@@H]2Cn3c(cccc3=O)[C@H]1N2S(=O)(=O)c1ccccc1F)N1CCCCC1 do in these assays?
Cneo AK release: -1; LGR2 inh: 38; SIRT5 inh: 1; ERAP1 inh: 1; S100A4 inh HTS: 5; Statin myotox sup: -11; XiGFP reactiv: 0.3

What do the screens show for `C[C@@H]1CN([C@@H](C)CO)C(=O)c2cccc(NC(=O)C3CCOCC3)c2O[C@H]1CN(C)C`?
Cneo AK release: -3; LGR2 inh: -11; SIRT5 inh: 1; ERAP1 inh: 1; S100A4 inh HTS: -4; Statin myotox sup: 3; PGC1a acetyl inh: 7; XiGFP reactiv: 0.1

What do the screens show for `CC(=O)c1ccc(OC(=O)/C=C/c2ccccc2)cc1`?
Cneo AK release: 1; LGR2 inh: -6; SIRT5 inh: -3; ERAP1 inh: 1; S100A4 inh HTS: -2; Statin myotox sup: -11; PGC1a acetyl inh: -15; XiGFP reactiv: 0.0

How did COc1ccccc1-c1ccccc1[C@H]1[C@@H](C#N)N(C(=O)C2CCOCC2)[C@H]1CO do in these assays?
LGR2 inh: -10; SIRT5 inh: -3; ERAP1 inh: -7; S100A4 inh HTS: -8; PGC1a acetyl inh: 0; XiGFP reactiv: 0.0

What do the screens show for `O=C([C@@H]1[C@@H](CO)[C@@H]2Cn3c(ccc(-c4ccncc4)c3=O)[C@H]1N2CCC(F)(F)F)N1CCCCC1`?
Cneo AK release: -3; LGR2 inh: -8; SIRT5 inh: 2; Statin myotox sup: 8; XiGFP reactiv: 0.2

Results for O=C(NCC1CCCO1)c1nn2c(C(F)(F)F)cc(-c3ccco3)nc2c1Cl (configuration not stated) ?
Cneo AK release: 1; LGR2 inh: -7; SIRT5 inh: -1; ERAP1 inh: 1; S100A4 inh HTS: -1; Statin myotox sup: 10; XiGFP reactiv: 0.0

Results for COC(=O)c1c(C)[nH]c(C(=O)OC(C)C(=O)N2CCOCC2)c1C (configuration not stated) ?
Cneo AK release: 1; LGR2 inh: -11; SIRT5 inh: -2; ERAP1 inh: 0; S100A4 inh HTS: 2; Statin myotox sup: -3; XiGFP reactiv: -0.1

Retrieved one by one from the entries so far, three records:
What do the screens show for `CCn1c(C(=O)N2CCC(C(=O)NCc3ccc4c(c3)OCO4)CC2)cc2sccc21`?
Cneo AK release: 1; LGR2 inh: 4; SIRT5 inh: 0; ERAP1 inh: 2; S100A4 inh HTS: -4; Statin myotox sup: 22; PGC1a acetyl inh: -7; XiGFP reactiv: 0.2

Results for Cc1nc2ccc([N+](=O)[O-])cc2c(=O)n1Cc1ccc([N+](=O)[O-])cc1 ?
Cneo AK release: 1; LGR2 inh: 4; SIRT5 inh: 0; ERAP1 inh: 2; S100A4 inh HTS: -3; Statin myotox sup: -12; PGC1a acetyl inh: 4; XiGFP reactiv: 0.5

Results for Cc1nc(NC(=O)CCN2C(=O)C3CC=CCC3C2=O)sc1C (configuration not stated) ?
Cneo AK release: 3; LGR2 inh: -4; SIRT5 inh: -3; ERAP1 inh: -1; S100A4 inh HTS: 1; Statin myotox sup: 4; PGC1a acetyl inh: -2; XiGFP reactiv: 0.4
